# Assay outcomes deposited in PubChem by several laboratories.
# GalR3 antag – human GalR3 antagonism | inhibition, % at 3 µM | HEK293 GalR3-CNG cAMP membrane potential fluorescence; galR3 body fused to GalR1 C-terminus | 360,000 tested, 0.44% active;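 active = inhibition above the screen-wide average plus 3 SD, cut at about 13% in these data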;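 also: forskolin and galanin both at EC90 stimulate the cells; cAMP rise reported by CNG channel membrane potential dye signal; 0% = forskolin plus galanin with DMSO and 100% = forskolin alone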
# V1R ag counter – counter-screen for oxytocin receptor agonists: human V1a receptor agonists. CHO-V1R cells, Fluo-8 calcium fluorescence, agonist mode; 0% DMSO, 100% 3 nM vasopressin. activation, % at 3 µM. P37288. 320,000 tested, 0.25% active. AID 2797;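 active = activation above the mean activation of all tested compounds plus 3 SD, per screening run, cut at about 20% in these data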;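 also: signal is peak over basal fluorescence ratio across a 100 second FLIPR read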
# Target sequence (P37288 whole entry, looked up): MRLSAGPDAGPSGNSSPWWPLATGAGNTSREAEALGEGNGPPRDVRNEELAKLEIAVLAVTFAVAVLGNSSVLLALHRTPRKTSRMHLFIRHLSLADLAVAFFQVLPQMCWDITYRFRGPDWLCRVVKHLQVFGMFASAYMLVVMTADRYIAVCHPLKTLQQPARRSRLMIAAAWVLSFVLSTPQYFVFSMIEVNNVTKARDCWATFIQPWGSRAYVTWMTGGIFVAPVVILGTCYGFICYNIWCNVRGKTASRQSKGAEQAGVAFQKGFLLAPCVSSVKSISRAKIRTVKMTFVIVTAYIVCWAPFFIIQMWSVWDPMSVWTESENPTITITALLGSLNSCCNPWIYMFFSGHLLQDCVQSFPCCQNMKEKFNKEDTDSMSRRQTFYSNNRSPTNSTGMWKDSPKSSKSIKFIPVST
# OXTR ag – activates the human oxytocin receptor; P30559; CHO-OTR cells, Fluo-8 calcium fluorescence; normalized: DMSO 0%, oxytocin 100%; activation, % at 3 µM; 320,000 tested, 0.32% active; AID 2435;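 active = activation above the mean of all tested compounds plus 3 SD, cutoff set per screening run, cut at about 20% in these data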;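 also: peak over basal fluorescence ratio from a 100 s FLIPR kinetic read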
# PHOSPHO1 block – blocks human PHOSPHO1 phosphatase activity; recombinant PHOSPHO1, absorbance phosphatase assay; 290,000 tested, 1.1% active; Q8TCT1; inhibition, % at 13.3 µM; in the data active = inhibition above about 60%
# Target sequence (Q8TCT1 whole entry, looked up): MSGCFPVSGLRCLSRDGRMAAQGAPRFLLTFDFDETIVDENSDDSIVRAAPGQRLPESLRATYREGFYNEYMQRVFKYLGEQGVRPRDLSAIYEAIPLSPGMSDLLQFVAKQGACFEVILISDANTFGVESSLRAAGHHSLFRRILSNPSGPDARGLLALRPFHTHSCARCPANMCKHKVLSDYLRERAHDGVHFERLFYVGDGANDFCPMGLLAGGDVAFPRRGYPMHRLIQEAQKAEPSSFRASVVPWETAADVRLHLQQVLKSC
# GPR7 antagonist – human neuropeptides B/W receptor 1 antagonism; AID 1861; P48145; 290,000 tested, 1.1% active; inhibition, % at 4.4 µM; GPR7-expressing cells, fluorescence antagonist assay; in the data active = inhibition above about 16%, passing the limit was not always enough;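 also: cells stimulated with the agonist NPW; 0% = agonist with vehicle and 100% = vehicle without agonist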
# Target sequence (P48145 whole entry, looked up): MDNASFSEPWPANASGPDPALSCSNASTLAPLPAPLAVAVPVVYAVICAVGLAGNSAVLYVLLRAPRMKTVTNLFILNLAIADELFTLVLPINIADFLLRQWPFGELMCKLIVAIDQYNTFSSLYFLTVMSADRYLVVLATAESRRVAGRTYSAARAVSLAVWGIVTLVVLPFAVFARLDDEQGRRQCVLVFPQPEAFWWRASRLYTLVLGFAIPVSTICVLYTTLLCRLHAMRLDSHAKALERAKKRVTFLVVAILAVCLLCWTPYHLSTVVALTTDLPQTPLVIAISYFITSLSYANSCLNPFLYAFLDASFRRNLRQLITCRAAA
# DNA FID counter – displaces DNA intercalator in HCV helicase counter-screen | DNA fluorescent intercalator displacement, fluorescence | inhibition, % at 7.9 µM | 290,000 tested, 0.17% active | AID 1845; in the data active = inhibition above about 37%;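 also: 0% = vehicle and 100% = reference compound; higher means more ethidium bromide displaced from hairpin DNA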
# VIM-2 inhibitor – inhibitors of Pseudomonas aeruginosa VIM-2 metallo-beta-lactamase | purified VIM-2, nitrocefin hydrolysis, epi-absorbance fluorescence | inhibition, % at 5.6 µM | 290,000 tested, 0.89% active | AID 1527;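 active = inhibition above the mean of all tested compounds plus 3 SD, cutoff set per screening run, cut at about 7.5% in these data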;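 also: red hydrolysis product quenches plate fluorescence so inhibitors raise well fluorescence; 0% = enzyme with DMSO and 100% = DMSO without enzyme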
# HCV NS3 hel inh – blocks Hepatitis C virus NS3 helicase unwinding. 290,000 tested, 0.56% active. inhibition, % at 10.9 µM. NS3 helicase DNA unwinding, Cy5 molecular beacon fluorescence. AID 1800;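 active = inhibition above the mean of all tested compounds plus 3 SD, set per campaign, cut at about 35% in these data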;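 also: 0% = DMSO wells and 100% = thioflavine S control wells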
#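 assay system = NS3 helicase fragment of HCV | buffer or medium = MOPS pH 6.5, MgCl2, DTT, Tween20, BSA | timing = 60 min unwinding reaction at 25 °C after ATP addition | signal = Cy5 beacon fluorescence read at start and 1 h | read-out basis = % inhibition of unwinding | control set = low DMSO, high thioflavine S at 110 µM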
# IMP-1 inh – inhibitors of Pseudomonas aeruginosa IMP-1 metallo-beta-lactamase | purified IMP-1, nitrocefin hydrolysis, epi-absorbance fluorescence | inhibition, % at 5.6 µM | 290,000 tested, 0.45% active | AID 1556;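 active = inhibition above the mean plus 3 SD of all compounds in the same screening run, cut at about 4.5% in these data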;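 also: 0% = IMP-1 with DMSO and 100% = DMSO wells lacking enzyme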
#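 assay system = purified recombinant IMP-1 metallo-beta-lactamase enzyme | schedule = 15 min preincubation plus 25 min reaction at 25 °C | signal = Epi-absorbance fluorescence, 480 nm excitation, 530 nm emission | read-out basis = percent inhibition from optical density relative to buffer-blank wells | controls = IMP-1 with DMSO as 0%, enzyme-free DMSO as 100%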
# Numbers without * were called inactive; . = not tested or not shown.
SMILES,GalR3 antag,V1R ag counter,OXTR ag,PHOSPHO1 block,GPR7 antagonist,DNA FID counter,VIM-2 inhibitor,HCV NS3 hel inh,IMP-1 inh
CC(C)(CN1CCCC1)NC(=O)C1CCC(=O)N(CCCN2CCOCC2)C1 (stereo unspecified),-7,0.4,1.2,34,-2,8,-2.7,7,-3.6
Cc1ccc(C(=O)NCC(=O)OCC(=O)c2cc(C)n(Cc3ccco3)c2C)cc1,-4,-1.1,-2.8,-16,-3,-29,-3.8,5,-3.2
COc1ccc(NC(=O)C2CCCN2S(=O)(=O)c2ccc(C)cc2)cc1 (stereo unspecified),-4,-0.7,-0.7,7,-4,-10,-2.8,1,-4.6
O=C(COc1cc(F)ccc1[N+](=O)[O-])Nc1ccc(N2CCOCC2)cc1,3,2.8,3.7,2,-6,-3,-0.6,1,-1.0
CCn1c(SCC(=O)N2CCN(C)CC2)nc2c1c(=O)n(C)c(=O)n2C,-6,0.6,0.9,-6,-2,-5,55*,-1,-1.9
CCC(C(=O)Nc1cc(Cl)c(OC)cc1OC)c1ccccc1 (stereo unspecified),-2,-0.5,-0.3,-8,-4,-7,-0.9,-17,-2.1
COc1cccc(C(O)Cc2nc3ccccc3n2C)c1OC (stereo unspecified),-4,0.0,0.3,13,-3,-3,0.4,1,-0.3
CCOC(=O)C(C)n1cnc2c(oc3ccccc32)c1=O (stereo unspecified),2,0.7,0.1,45,-3,-1,0.3,2,-1.4
Cc1c(NC(=O)CSc2nc3c(cnn3-c3ccccc3)c(=O)[nH]2)c(=O)n(-c2ccccc2)n1C,-2,0.3,0.1,1,-7,-14,-0.9,7,-1.7
Cc1ccc(CNC(=O)CO/N=C/c2ccc(C(C)(C)C)cc2)cc1,-4,3.8,-1.1,-7,-13,-18,-2.0,9,-0.5
Cc1c(C(=O)O)oc2ccc(S(=O)(=O)NCc3ccc(F)cc3)cc12,-6,0.8,0.0,29,1,-1,-2.9,5,-3.0
Cc1ncc(N=Nc2ccccc2Cl)c(-c2ccccc2)n1,-4,-1.8,-2.4,16,1,4,1.5,-2,-1.2
O=C(Nc1ccc(Oc2cccnc2)cc1)C1CCN(Cc2cccc(Cl)c2)CC1,-2,11,6.3,-4,-1,20,1.5,-22,-2.2
N#CC1=C(N)Oc2n[nH]c(-c3ccc(F)cc3)c2C1c1cccc(OC(=O)N2CCOCC2)c1 (stereo unspecified),8,1.3,-0.6,9,-5,-27,-3.3,-4,-4.4
COc1ccccc1CNC(=O)c1ccc(CS(=O)(=O)c2ccccc2OC)o1,-6,1.6,1.9,16,-13,-22,-1.0,-6,1.0
CCOC(=O)c1c(NC(=O)CN2C(=O)NC(C)(c3ccc(OC(F)F)cc3)C2=O)sc(C)c1C (stereo unspecified),-1,20*,27*,-1,71*,-20,-0.3,18,2.0
O=P(O)(CCCP(=O)(O)CCc1ccccc1)CCc1ccccc1,2,-0.3,0.8,-4,.,.,.,.,.
COC(=O)c1[nH]c2ccc(C)cc2c1NC(=O)CN1CCCC(C)(C)C1,-6,-1.3,-2.2,-3,-21,-17,-2.8,-14,-1.4
CCOc1ccc(C2/C(=C(\O)c3cccc(OC)c3)C(=O)C(=O)N2c2cc(C)on2)cc1OC (stereo unspecified),-4,0.5,0.4,-13,10,-20,5.0,13,0.9
COc1ccc(Cn2c(-c3ccc(C)cc3)c[n+]3ccccc23)cc1,-2,0.1,-1.0,7,-6,4,-4.3,-7,-2.9
Cc1cc2oc(=O)cc(CN3CCN(C/C=C/c4ccccc4)CC3)c2cc1O,-4,6.2,12,24,7,16,-3.2,-70,3.1
Cc1ccc(/C=C/C(=O)N2CCN(S(=O)(=O)c3c(C)c(C)cc(C)c3C)CC2)o1,-6,-0.7,-1.5,4,-4,-10,-2.8,23,-2.6
Cc1c(Br)c([N+](=O)[O-])nn1CC(=O)N1CCCc2ccccc21,-2,0.6,-0.3,-10,-9,0,1.6,1,-0.1
CC(C)(C)NC(=O)CN(Cc1ccco1)C(=O)CCC(=O)Nc1nccs1,-8,3.8,0.8,27,-10,-19,-1.5,3,-2.0
CC(=O)Nc1ccc(S(=O)(=O)N2C(C)CCCC2C)cc1 (stereo unspecified),-12,0.8,0.3,13,-13,-15,-0.7,0,-3.6

# Three of the compounds above, with each value named.
> CCOC(=O)C(C)n1cnc2c(oc3ccccc32)c1=O (stereo unspecified)
  GalR3 antag = 2; V1R ag counter = 0.7; OXTR ag = 0.1; PHOSPHO1 block = 45; GPR7 antagonist = -3; DNA FID counter = -1; VIM-2 inhibitor = 0.3; HCV NS3 hel inh = 2; IMP-1 inh = -1.4

> Cc1c(NC(=O)CSc2nc3c(cnn3-c3ccccc3)c(=O)[nH]2)c(=O)n(-c2ccccc2)n1C
  GalR3 antag = -2; V1R ag counter = 0.3; OXTR ag = 0.1; PHOSPHO1 block = 1; GPR7 antagonist = -7; DNA FID counter = -14; VIM-2 inhibitor = -0.9; HCV NS3 hel inh = 7; IMP-1 inh = -1.7

> Cc1ccc(CNC(=O)CO/N=C/c2ccc(C(C)(C)C)cc2)cc1
  GalR3 antag = -4; V1R ag counter = 3.8; OXTR ag = -1.1; PHOSPHO1 block = -7; GPR7 antagonist = -13; DNA FID counter = -18; VIM-2 inhibitor = -2.0; HCV NS3 hel inh = 9; IMP-1 inh = -0.5

# Entries of single compounds, looked up by structure. Screens in order: GalR3 antag | V1R ag counter | OXTR ag | PHOSPHO1 block | GPR7 antagonist | DNA FID counter | VIM-2 inhibitor | HCV NS3 hel inh | IMP-1 inh
# CCOc1ccc(C2/C(=C(\O)c3cccc(OC)c3)C(=O)C(=O)N2c2cc(C)on2)cc1OC (stereo unspecified) is listed with -4 | 0.5 | 0.4 | -13 | 10 | -20 | 5.0 | 13 | 0.9
# COc1cccc(C(O)Cc2nc3ccccc3n2C)c1OC (stereo unspecified) is listed with -4 | 0.0 | 0.3 | 13 | -3 | -3 | 0.4 | 1 | -0.3
# CCOC(=O)c1c(NC(=O)CN2C(=O)NC(C)(c3ccc(OC(F)F)cc3)C2=O)sc(C)c1C (stereo unspecified) is listed with -1 | 20* | 27* | -1 | 71* | -20 | -0.3 | 18 | 2.0
# Cc1cc2oc(=O)cc(CN3CCN(C/C=C/c4ccccc4)CC3)c2cc1O is listed with -4 | 6.2 | 12 | 24 | 7 | 16 | -3.2 | -70 | 3.1
# Cc1ccc(/C=C/C(=O)N2CCN(S(=O)(=O)c3c(C)c(C)cc(C)c3C)CC2)o1 is listed with -6 | -0.7 | -1.5 | 4 | -4 | -10 | -2.8 | 23 | -2.6

# (more compounds)
SMILES,GalR3 antag,V1R ag counter,OXTR ag,PHOSPHO1 block,GPR7 antagonist,DNA FID counter,VIM-2 inhibitor,HCV NS3 hel inh,IMP-1 inh
CC1CCc2c(sc(NC(=O)COC(=O)C3CCCO3)c2C#N)C1 (stereo unspecified),-8,0.1,0.9,53,-13,-2,-2.4,-4,-3.6
O=C(OCC#CCSc1nnc(-c2ccc(Br)cc2)o1)c1cccs1,1,3.2,2.5,-10,-8,-3,2.0,-4,-3.1
O=C(COc1ccc(F)cc1)N(Cc1cccs1)C1CCS(=O)(=O)C1 (stereo unspecified),.,0.1,0.3,39,-3,-11,-3.0,-3,-4.8
O=C(O)c1ccc(/C=N/NC(=S)NCc2ccccc2)cc1,-6,-0.5,0.7,-54,-11,-8,-2.0,1,-3.3
CCCCN(CC)Cc1c(C)[nH]c2c(ccc3ccccc32)c1=O,-13,0.2,0.2,.,7,1,0.3,3,-3.8
CCCCn1c(N)c(Br)c(=O)[nH]c1=O,7,1.2,-0.5,34,-8,-7,-1.3,0,-2.0
CCC(NC(=O)c1ccccc1NC(=O)c1ccco1)C(=O)NNC(=O)c1ccc(OC)cc1 (stereo unspecified),-6,-1.3,-1.7,5,-2,-6,-0.9,-3,-1.8
CSc1cccc(NC(=O)c2cnn3ccccc23)c1,-3,-1.1,0.6,-23,-4,-5,-1.0,-8,-1.1
Cc1c(CCOC(=O)c2ccc(N3CCOCC3)c([N+](=O)[O-])c2)sc[n+]1CC#N,2,1.5,0.0,28,-10,5,-2.0,2,-2.2
Cc1ccccc1N1CCN(CC(=O)Nc2nccs2)CC1,-11,-0.2,-1.4,44,-5,-13,-4.0,-1,-4.2
O=C(NCC1CCCO1)c1cccc(-n2cnnn2)c1 (stereo unspecified),-1,0.6,0.6,1,-13,-9,-1.5,4,-2.7
C/C(=N\NC(=O)COc1ccc([N+](=O)[O-])cc1)C(C)(C)C,1,-0.2,0.2,28,2,4,-3.7,8,-3.0
COc1ccc(Sc2nnc(-c3ccccc3)cc2C#N)cc1,-3,-0.3,-0.9,9,-7,2,-1.6,8,-0.5
Cc1ccc(OCCSc2nc3ncnc(N)c3[nH]2)cc1,-7,-0.7,-2.7,16,-3,-1,-2.5,7,-3.6
O=C(CCN1C(=O)c2ccccc2C1=O)NC1=NCCS1,-1,0.6,-0.4,4,-3,0,0.7,4,-0.1
O=C(CCNS(=O)(=O)c1cccc2nonc12)N1CCN(c2cccc(Cl)c2)CC1,0,7.4,5.0,20,-2,-9,-4.8,-7,-4.5
O=C(CNc1ccccc1)c1ccc([N+](=O)[O-])cc1,-4,1.4,0.6,16,-5,2,0.0,-1,-0.9
O=C(c1ccco1)N1CCN(C(=O)c2cnn3c(C(F)(F)F)cc(-c4cccs4)nc23)CC1,-1,-0.6,-1.8,-48,-2,-24,4.2,3,1.8
COC(=O)c1sccc1NC(=O)/C=C\c1ccc(Cl)cc1Cl,-2,.,.,5,10,0,-4.3,2,-1.2
CCOC(=O)C1CCCN(C(=O)C2CCCN(S(C)(=O)=O)C2)C1 (stereo unspecified),-4,0.6,-0.5,38,-10,-3,-2.8,-4,-3.0
OCC1CCCC(n2cnc3c(=S)nc[nH]c32)O1 (stereo unspecified),-6,-0.3,0.1,-50,-10,-6,0.4,10,-3.5
COc1cc2c(cc1OC)CN(C(=O)c1ccc(Br)o1)CC2,-5,-0.5,-1.4,32,-4,-17,-2.4,-8,-4.8
COc1ccccc1CNc1n[nH]c(NCc2ccccc2OC)n1,-2,-1.0,-1.6,-14,-13,-5,-5.0,-2,0.7
N#Cc1cnc(NOCc2ccc(Cl)cc2)nc1,-1,-1.3,-0.8,44,-5,1,-4.6,-10,-3.7
O=C(Nc1ccc(NC(=S)NC(=O)c2ccccc2Cl)cc1)c1cccc(Cl)c1,-6,0.0,0.4,.,-1,2,-4.2,-7,-0.7
Cc1[nH]c2ccc(-c3nnc(SCC(=O)c4ccccc4F)o3)cc2c1C,-2,0.1,0.0,88*,-2,-13,-4.6,-7,-4.3
CCN(CC)CCCNC(=O)C(C)n1nc(C)c2sc3ccccc3c2c1=O (stereo unspecified),-1,0.1,-2.5,5,-10,11,1.0,5,-2.4
